# IDE act: human IDE activators in live cells, primary screen, fluorescence polarization, HEK cells, FAbeta-B substrate; 340,000 tested, 0.073% active; Insulin-degrading enzyme (Homo sapiens), P14735; FAbeta-B cleavage; 0% vehicle, 100% cell-free pure enzyme wells; activation, % at 5.96 µM;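 active = activation above the mean of all tested compounds plus 3 SD, set per screening campaign, cut at about 17% in these data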
# Target sequence (P14735 whole entry, looked up): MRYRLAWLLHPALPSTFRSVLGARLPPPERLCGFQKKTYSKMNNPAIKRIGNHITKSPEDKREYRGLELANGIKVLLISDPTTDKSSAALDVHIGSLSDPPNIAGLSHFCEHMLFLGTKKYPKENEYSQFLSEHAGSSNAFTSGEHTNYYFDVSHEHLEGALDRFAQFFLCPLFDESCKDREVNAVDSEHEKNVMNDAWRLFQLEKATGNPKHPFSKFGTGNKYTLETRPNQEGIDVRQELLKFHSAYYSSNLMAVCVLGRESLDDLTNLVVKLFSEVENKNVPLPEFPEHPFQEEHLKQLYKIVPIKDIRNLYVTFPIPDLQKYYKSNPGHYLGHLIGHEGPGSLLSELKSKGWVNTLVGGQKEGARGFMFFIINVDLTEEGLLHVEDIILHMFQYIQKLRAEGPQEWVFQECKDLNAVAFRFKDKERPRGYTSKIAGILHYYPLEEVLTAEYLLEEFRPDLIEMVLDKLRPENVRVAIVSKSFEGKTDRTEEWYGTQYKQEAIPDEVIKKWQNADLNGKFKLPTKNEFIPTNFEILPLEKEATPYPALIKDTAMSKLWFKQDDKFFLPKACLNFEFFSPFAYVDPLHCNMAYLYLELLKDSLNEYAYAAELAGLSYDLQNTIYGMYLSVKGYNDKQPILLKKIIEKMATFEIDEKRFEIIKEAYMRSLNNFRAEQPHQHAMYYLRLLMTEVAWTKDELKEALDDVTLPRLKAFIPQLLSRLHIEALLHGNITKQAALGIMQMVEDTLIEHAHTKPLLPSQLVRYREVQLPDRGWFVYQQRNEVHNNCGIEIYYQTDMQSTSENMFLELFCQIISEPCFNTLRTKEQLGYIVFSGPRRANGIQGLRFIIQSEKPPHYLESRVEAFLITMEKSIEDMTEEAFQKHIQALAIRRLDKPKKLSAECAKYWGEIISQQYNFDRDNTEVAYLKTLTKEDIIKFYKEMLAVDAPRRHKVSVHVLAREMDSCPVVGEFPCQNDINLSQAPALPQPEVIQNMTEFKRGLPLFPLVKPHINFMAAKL
# IDE inh: human IDE inhibitors in live cells, primary screen, fluorescence polarization, HEK cells, FAbetaB substrate. Insulin-degrading enzyme (Homo sapiens), P14735. FAbetaB cleavage. inhibition, % at 5.59 µM. 320,000 tested, 0.41% active. AID 434962, 2010;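 active = percent inhibition above the average of all tested compounds plus 3 SD, set per screening campaign, cut at about 16% in these data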;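 note: IDE supplied by intact live HEK cells; FP after avidin binding of uncleaved biotin substrate so inhibition keeps polarization high; 0% = DMSO wells and 100% = 60 µM reference IDE inhibitor Ii1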
# NALP1 inh: NALP1 inflammasome inhibitors in reconstituted yeast, colorimetric, S. cerevisiae, triplicate retest. S. cerevisiae NALP1/ASC/caspase-1 growth, X-gal OD620, 72 h. 280,000 tested, 0.61% active. inhibition, % at 10 µM. AID 2071, 2009; in the data active = inhibition mostly above about 24%, no sharp cut-off; inactive = mostly below about 32%; note: some compounds called inactive have numbers as strong as hits
# VIM-2 inhibitor: VIM-2 metallo-beta-lactamase inhibitors, primary screen, biochemical, epi-absorbance readout, Pseudomonas aeruginosa enzyme; purified VIM-2, nitrocefin hydrolysis, epi-absorbance fluorescence; inhibition, % at 5.6 µM; 290,000 tested, 0.89% active; AID 1527, 2009;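 active = inhibition above the mean of all tested compounds plus 3 SD, cutoff set per screening run, cut at about 7.5% in these data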;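 note: red hydrolysis product quenches plate fluorescence so inhibitors raise well fluorescence; 0% = enzyme with DMSO and 100% = DMSO without enzyme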
# PHOSPHO1 inh: PubChem AID 1565; recombinant PHOSPHO1, absorbance phosphatase assay; inhibition, % at 13.3 µM; 290,000 tested, 1.1% active; in the data active = inhibition above about 60%
# p-CIP stab down: p/CIP-EGFP fusion destabilizers, primary screen, fluorescence, F442A cells. 16 h. decrease of EGFP signal, % at 10 µM. 290,000 tested, 0.01% active;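 active = EGFP signal decrease of at least 30% at 10 µM or well 3 SD below plate mean, unless failing retest; inactive = the rest, including hits failing retest or dose response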; note: some compounds called inactive have numbers as strong as hits; many of its hits are not listed in these tables
# IMP-1 inh: IMP-1 metallo-beta-lactamase inhibitors, primary screen, biochemical, epi-absorbance readout, Pseudomonas aeruginosa enzyme. metallo-beta-lactamase IMP-1 (Pseudomonas aeruginosa). purified IMP-1, nitrocefin hydrolysis, epi-absorbance fluorescence. inhibition, % at 5.6 µM. 290,000 tested, 0.45% active. AID 1556, 2009;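 active = inhibition above the mean plus 3 SD of all compounds in the same screening run, cut at about 4.5% in these data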;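 note: 0% = IMP-1 with DMSO and 100% = DMSO wells lacking enzyme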
#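 System: purified recombinant IMP-1 beta-lactamase. Medium: Zinc- and detergent-supplemented HEPES buffer, pH 7.1. Compound: one 5.6 µM dose […]. Schedule: 15 min preincubation plus 25 min reaction at 25 °C. Technique: Epi-absorbance fluorescence, 480 nm excitation, 530 nm emission.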
# GPR7 antagonist: GPR7 receptor antagonists, primary screen, cell-based, fluorescence, single concentration | 290,000 tested, 1.1% active | GPR7-expressing cells, fluorescence antagonist assay | inhibition, % at 4.4 µM; in the data active = inhibition above about 16%, passing the limit was not always enough;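 note: cells stimulated with the agonist NPW; 0% = agonist with vehicle and 100% = vehicle without agonist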
# PfM18AAP inh: PfM18AAP inhibitors, malaria aminopeptidase, primary screen, biochemical, QFRET, recombinant enzyme. M18 aspartyl aminopeptidase (Plasmodium falciparum 3D7). H-Glu-NHMec fluorogenic cleavage. inhibition, % at 7.35 µM. 290,000 tested, 1.2% active. AID 1822, 2009;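 active = inhibition above the campaign mean inhibition over all tested compounds plus 3 SD, cut at about 28% in these data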;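 note: 0% = plate median of test compound wells and 100% = 2 mM ZnCl2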
# Starred values were filed as active, the others as inactive; · = no result given. The order is random; any-hit rate near 5.3%.
# The first 2 compounds, ahead of the listing:
SMILES,IDE act,IDE inh,NALP1 inh,VIM-2 inhibitor,PHOSPHO1 inh,p-CIP stab down,IMP-1 inh,GPR7 antagonist,PfM18AAP inh
O=C(Nc1ccccc1F)c1ccccc1-c1ccc(C(F)(F)F)cc1,-3,-2,34,-2.8,-18,-8,-3.1,-1,-1
O=C(/C=C/c1cccnc1)c1ccccc1O,3,5,-4,-0.8,35,7,-2.5,-11,8

# The list itself, previewed entries included:
SMILES,IDE act,IDE inh,NALP1 inh,VIM-2 inhibitor,PHOSPHO1 inh,p-CIP stab down,IMP-1 inh,GPR7 antagonist,PfM18AAP inh
O=C(Nc1ccccc1F)c1ccccc1-c1ccc(C(F)(F)F)cc1,-3,-2,34,-2.8,-18,-8,-3.1,-1,-1
O=C(/C=C/c1cccnc1)c1ccccc1O,3,5,-4,-0.8,35,7,-2.5,-11,8
CCc1ccc2c(COC(=O)c3n[nH]c4ccccc34)cc(=O)oc2c1,3,5,17,-1.3,21,-18,-2.6,8,-13
CCc1ccccc1NC(=S)NN,·,-6,1,-2.3,-25,-7,-2.5,-5,-1
O=C(c1cc(-c2ccc(Cl)c(Cl)c2)on1)N1CCN(c2ccccc2)CC1,1,4,6,0.6,-2,-10,-5.0,-6,-6
O=C(O)CCN1C(=O)/C(=C\c2cccc(OCc3ccccc3)c2)SC1=S,5,-10,5,-0.1,15,-22,0.6,0,6
Cc1cc(=O)n2c(n1)SCOC2,6,0,19,-1.6,-28,-6,-2.1,-12,3
N/C(=N\OC(=O)c1ccc(F)cc1)c1ccccc1,6,1,-26,0.0,40,-4,-1.8,-11,2
CCc1ccc(NC(=O)CN2C(=O)COc3ccc(S(=O)(=O)N4CCCC4)cc32)cc1,-8,2,16,-1.7,44,-8,-2.8,-6,8
CN(C)c1ccc(-c2nnc(-c3ccc(S(=O)(=O)C(F)F)cc3)o2)cc1,-2,1,22,-2.2,-42,-9,-1.5,-17,3
CCC(CO)Nc1ncnc2c1cnn2-c1ccc(Cl)cc1 (stereo not drawn),5,1,24,1.6,-2,9,-1.3,8,-15
CCn1cnc2c1c(=O)[nH]c(=O)n2Cc1ccccc1,0,0,10,-1.6,24,0,-1.2,8,-51
O=C(NN=C1CCCCC1)c1ccccc1-n1cccc1,0,-1,17,-1.8,34,-8,-2.2,-12,-5
Cc1cccc(N2CCN(C(=O)c3ccc4c(c3)OCCO4)CC2)c1C,-1,2,10,-1.6,16,-24,-2.6,-5,1
CCCCCCOc1ccc(NC(=O)CC2C(=O)N(CC)C(=S)N2Cc2ccco2)cc1 (stereo not drawn),2,1,15,-2.9,7,0,-2.7,3,0
Cc1cnc(NC(=O)Nc2ccc(Cl)cc2)s1,10,6,-16,0.1,-10,-9,-1.7,13,5
CC1=C(C)C(C)=C(C#N)C(=C(C#N)C#N)N1,·,2,7,-1.5,11,-26,-2.9,-3,0
COc1cc(/C=N/NC(=O)C(=O)/C=C2\NC(C)(C)Cc3ccccc32)ccc1O,-3,1,-16,1.5,10,-17,-3.4,-27,4
CCCCNC(=O)CSc1nc2ccccc2c(=O)n1C1CCCC1,2,3,5,-3.0,2,3,-3.1,6,3
COc1ccc(C)cc1N(CC(=O)NCCSCc1ccco1)S(=O)(=O)c1ccc(C)cc1,-3,-1,16,1.2,-1,-5,0.6,8,1
Cc1onc(C(=O)NCCc2ccccc2)c1[N+](=O)[O-],-3,-1,17,-1.8,29,6,-2.2,4,-4
CCOc1ccc(N/C(=N/c2nc(C)cc(C)n2)NC(=O)CC)cc1,8,5,7,-1.9,36,3,-2.4,21*,2
O=S(=O)(c1ccccc1)N1CCN(C(=S)Nc2ccccc2Cl)CC1,2,4,5,-2.6,21,-5,-2.3,10,6
CCCCN(C)CCNC(=O)c1nn(-c2ccc(OC)cc2)c(=O)c2c1c1ccccc1n2C,5,0,7,8.3*,5,-2,-2.2,-6,-3
CSc1nnc(-c2cccs2)n1C,4,-3,-2,-3.6,-1,2,-2.0,-8,-2
CSc1nsc(SCC(=O)Nc2nc3ccc(C)cc3s2)n1,2,0,15,-3.1,-14,-5,-4.9,-8,2
Cc1cccnc1Nc1ncnc(N)c1[N+](=O)[O-],-1,1,-13,-0.5,61*,0,-0.3,-1,-9
COc1ccc(CCN2C(=O)CSC2=S)cc1OC,-1,1,12,-0.7,·,-5,1.4,18,-46
O=C1NC(=O)/C(=C/c2cccc3ccccc23)S1,4,8,-7,-0.2,19,-4,-6.2,-9,-1
CCC(C)n1c(SCC(=O)NCCc2ccc(S(N)(=O)=O)cc2)nc2ccsc2c1=O (stereo not drawn),3,4,22,-3.8,-22,-5,-5.2,-10,1
Cc1nn(C(=O)Cn2cc([N+](=O)[O-])cn2)c(C)c1Cl,-4,4,10,-1.6,23,-9,-2.4,-8,-11
OCCNc1ncnc2c1c(-c1ccccc1)c(-c1ccccc1)n2Cc1ccco1,1,1,-5,-6.0,12,5,-2.4,0,-8
O=C(CN1C(=O)/C(=C/c2ccc(F)cc2)SC1=S)NC1C=CS(=O)(=O)C1 (stereo not drawn),5,1,19,-0.5,38,-8,4.8*,0,20
Cc1cccc(N(C)C(=O)C2CCCN2S(=O)(=O)c2cccc3nsnc23)c1 (stereo not drawn),8,1,·,-1.0,18,4,-0.9,-1,4
COc1ccccc1N1CCN(CCCCN2C(=O)C3CCCCN3C2=O)CC1 (stereo not drawn),0,-4,15,-1.5,13,5,0.3,-2,3
Nc1nc2ccccc2n1C(=O)c1ccco1,2,·,14,-2.2,-5,-9,-3.0,-1,5
Cc1cc(=O)n2nc(N3CCC(C(=O)NCc4cccnc4)CC3)sc2n1,-9,5,7,0.4,-31,-16,-1.0,3,-10
CC(C)(C)C(=O)Nc1ccccc1C(=O)Nc1cc(Cl)ccc1Cl,-1,-2,-4,-1.0,-5,0,-2.5,0,2
COc1ccccc1N1CCN(C(=O)C2CCN(C(=O)c3ccc(C(C)(C)C)cc3)CC2)CC1,4,-3,18,-3.5,33,-4,-1.4,-5,5
CN(CC(=O)NCC1CCCCC1)S(=O)(=O)c1ccc(F)cc1,2,0,-1,-3.4,42,-7,-2.3,6,3
CCOC(=O)c1c(NC(=O)CCc2ccc(CC)o2)sc(C)c1C,2,8,1,-1.9,40,-4,-0.1,-14,-17
NC(=O)NC(=O)COC(=O)c1cccc(S(=O)(=O)N2CCCCCC2)c1,6,-3,·,-1.2,20,0,-1.9,-8,-3
CCN(CC)CCNC(=S)N1CCn2c(nc3ccccc32)C1,6,-6,23,-1.6,6,2,-4.0,0,-7
O=C1CSC(c2ccc(F)cc2)N1c1ccccc1F (stereo not drawn),-3,6,-10,-2.6,38,-12,-2.7,-12,2
CSCCC(NC(=O)COc1cccc2ccccc12)C(=O)O (stereo not drawn),0,-3,19,0.2,2,7,0.0,-11,10
COc1c(Br)cc(/C=N/n2c(-c3ccccc3)n[nH]c2=S)c(O)c1Br,0,-1,-10,-0.5,·,10,-0.6,0,45*
CCOc1ccccc1OCC(=O)Nc1nnc(COC)s1,5,-3,18,-5.1,-29,-12,-2.7,-3,4
COc1cccc(CNC(=O)CCCc2cn(C)c3ccccc23)c1,2,1,-2,-1.7,31,12,-1.8,9,-1
CN1CCN(CCCNC(=O)c2ccc3c(Cl)c4c(nc3c2)CCCC4)CC1,2,-14,1,9.4*,33,5,0.5,-20,3
CCOCCCNC(=O)c1ccccc1SCC,5,0,-77,-4.7,21,-6,-0.9,-12,0
COc1ccc(CNc2ncnc3cc(OC)c(OC)cc23)cc1OC,-9,9,-4,-1.8,43,-17,-3.7,-11,-3
O=C(Cn1cnc2ccccc2c1=O)N1CCN(c2ccccc2)CC1,1,-2,3,-1.4,-16,-4,-1.6,-10,-12
C/C(=N/NC(=O)c1cc(O)c(O)c(O)c1)c1ccc([N+](=O)[O-])cc1,-6,·,14,-2.0,11,-11,-1.8,-15,50*
Cn1c(CN(O)S(=O)(=O)c2ccc(Cl)cc2)nnc1C(F)(F)F,5,5,10,-0.8,19,0,-2.1,-13,-8
COc1ccc2c(c1)-c1nc(NC(=O)c3ccco3)sc1CC2,-5,4,38,-2.1,10,3,-3.7,2,-4
COC(=O)c1ccc(NC(=O)Nc2ccc(F)cc2F)cc1,0,2,20,-0.5,48,-8,-2.5,12,2
O=C(C(c1ccccc1)N1CCOCC1)N1CCOCC1 (stereo not drawn),1,4,·,-1.6,1,-20,-3.5,-8,2
O=C(C1=C[C@H](c2ccc(C(F)(F)F)cc2)C[C@H](OCc2ccc(CO)cc2)O1)N1CCOCC1,0,4,3,-2.5,0,12,-0.6,-7,-2
O=C(OCC(=O)N1CCOCC1)c1ccccc1SCC(=O)N1CCCC1,6,0,-14,-3.3,-9,-12,-4.1,-3,-12
CCOC(=O)c1sc(-c2ccccn2)nc1C,4,-2,10,0.1,11,2,-3.5,-8,-5

# Following part
SMILES,IDE act,IDE inh,NALP1 inh,VIM-2 inhibitor,PHOSPHO1 inh,p-CIP stab down,IMP-1 inh,GPR7 antagonist,PfM18AAP inh
COC(=O)c1cc(NS(=O)(=O)c2ccc(NC(C)=O)cc2)ccc1Cl,2,-3,29,0.8,24,0,0.2,3,-18
CC(=O)c1c(N2CCCCC2)nc(=O)n(-c2ccccc2)c1C,4,-3,·,-2.4,8,-13,-3.1,-5,5
O=c1c(Cc2ccc(F)cc2)c(O)ccn1Cc1ccco1,5,11,7,1.2,27,15,-0.5,-10,-9
Cc1ccc(C(C)C)c(OCc2ccc(C(=O)N/N=C/c3ccc(O)cc3O)cc2)c1,2,-4,26,-4.0,-17,-26,-1.9,-4,0
Cc1c(-n2c(-c3ccccc3Cl)n[nH]c2=S)c(=O)n(-c2ccccc2)n1C,0,6,-12,74*,-75,12,-4.8,-3,22
COC(=O)NC(NS(=O)(=O)c1ccccc1)(C(=O)OC)C(F)(F)F (stereo not drawn),1,1,7,-2.0,20,-18,-1.9,-5,8
Cc1ccccc1C(=O)N1CCC(C(=O)Nc2ccc3c(c2)OCCO3)CC1,3,3,8,-7.2,-16,-2,-4.4,-10,-3
CC(=O)Nc1cccc(NC(=O)CSc2nccn2Cc2ccc(F)cc2)c1,2,3,0,-2.0,19,0,-2.1,-15,1
CCOC(=O)CCCCC(=O)c1[nH]c(=O)[nH]c1CSc1nc(-c2ccccc2)c(C#N)c(=O)[nH]1,-3,3,-2,-0.6,26,5,-2.0,7,-5
O=S1(=O)CCO[C@H]2Cc3ccccc3[C@H]2N1Cc1cccc(F)c1,-6,9,14,2.7,-13,1,2.7,6,-3
O=C(Nc1cccnc1Cl)c1cc([N+](=O)[O-])ccc1Cl,0,-8,7,-2.6,-1,-4,0.3,-1,0
COc1ccc(NC(=O)C2CCC(C)(C(=O)O)C2(C)C)cc1 (stereo not drawn),0,5,23,-2.4,-41,-4,-2.1,-5,-4
CCOC(=O)C1/C(=N\O)CC(C)(O)C(C(=O)OCC)C1c1ccc(OC)c(OC)c1 (stereo not drawn),-3,-1,-4,-0.1,-1,-1,-3.3,0,2

# High-throughput results (PubChem BioAssay)
